Screens: PubChem, Broad Institute
SIRT5 inh – SIRT5 desuccinylase inhibitors, primary screen, biochemical, fluorescence imaging, single point, set 5; 330,000 tested, 1.1% active; Purified SirT5, succinyl-peptide AMC, trypsin-coupled fluorescence; AID 652115, 2013; inhibition, % at 15 µM; in the data active = inhibition above about 15%; inconclusive = no clear call, values can overlap the other calls
Target sequence (Q9NXA8 whole entry, looked up): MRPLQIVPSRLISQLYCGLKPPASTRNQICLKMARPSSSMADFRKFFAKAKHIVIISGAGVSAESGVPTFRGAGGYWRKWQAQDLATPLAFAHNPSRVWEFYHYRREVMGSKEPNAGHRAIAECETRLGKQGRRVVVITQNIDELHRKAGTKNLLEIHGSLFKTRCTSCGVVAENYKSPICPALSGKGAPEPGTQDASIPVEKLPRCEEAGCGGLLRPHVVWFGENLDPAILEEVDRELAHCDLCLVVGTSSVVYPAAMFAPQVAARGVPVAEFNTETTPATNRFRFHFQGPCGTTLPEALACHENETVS
ERp5 block – inhibitors of ERp5-driven insulin aggregation, primary screen, biochemical, turbidity, absorbance 650 nm, single point. inhibition, % at 9.99 µM. 350,000 tested, 0.05% active. Protein disulfide-isomerase A6 (Homo sapiens), Q15084. 90 min. AID 651711, 2012;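 active = mean replicate inhibition above about 25%, with every replicate also reaching it, limit read from the data, passing the limit was not always enough; inconclusive = only one of those two criteria met; inactive = neither criterion met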
Target sequence (Q15084 whole entry, looked up): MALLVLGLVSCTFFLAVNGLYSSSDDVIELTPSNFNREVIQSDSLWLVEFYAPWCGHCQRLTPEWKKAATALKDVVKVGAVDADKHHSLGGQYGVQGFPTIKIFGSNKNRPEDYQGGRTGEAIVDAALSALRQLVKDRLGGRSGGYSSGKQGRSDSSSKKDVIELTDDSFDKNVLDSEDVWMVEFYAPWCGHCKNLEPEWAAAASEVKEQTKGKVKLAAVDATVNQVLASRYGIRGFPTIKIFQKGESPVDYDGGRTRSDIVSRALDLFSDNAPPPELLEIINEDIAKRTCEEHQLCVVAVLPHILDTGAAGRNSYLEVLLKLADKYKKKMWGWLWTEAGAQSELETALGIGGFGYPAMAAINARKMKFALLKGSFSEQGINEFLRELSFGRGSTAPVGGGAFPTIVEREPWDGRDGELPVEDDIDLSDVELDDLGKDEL
Statin myotox sup – suppressors of statin myotoxicity in C2C12 myotubes, primary screen, cell-based, single point, plate reader. C2C12 myotubes + simvastatin, ATP luminescence, 48 h; scaled: DMSO 0, geranylgeraniol control 100. 330,000 tested, 0.78% active. rescue of ATP level, % at 7.49 µM. AID 602340, 2012;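 active = mean ATP rescue above about 67%, or every replicate alone reaching that limit, limit read from the data, passing the limit was not always enough; inconclusive = no clear call, values can overlap the other calls; inactive = mean under the limit and some replicate under it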;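 note: myotubes were challenged with 10 µM simvastatin during compound exposure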
S100A4 inh HTS – inhibitors of S100A4-myosin IIA peptide binding, primary screen, biochemical, fluorescence polarization, TAMRA-MyoIIA peptide. Protein S100-A4 (Homo sapiens), P26447. inhibition, % at 10.7 µM. 360,000 tested, 0.14% active. AID 652163, 2013;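 active = mean inhibition of at least 70% across replicates, with every replicate also reaching that level; inconclusive = mean inhibition reaches 70% but some replicates fall short; inactive = mean inhibition below 70%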
Target sequence (P26447 whole entry, looked up): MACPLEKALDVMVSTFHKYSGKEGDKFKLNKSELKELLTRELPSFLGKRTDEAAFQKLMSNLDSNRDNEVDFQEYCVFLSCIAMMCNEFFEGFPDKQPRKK
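Assay system: human S100A4 monomer with TAMRA-labelled myosin IIA peptide / Buffer or medium: Calcium-containing HEPES buffer, pH 7.2 / Reagent: TAMRA-labelled myosin IIA heavy-chain peptide probe, 5 nM / Compound: one dose per compound / Timing: polarization read 5 min after assay mix addition, stable 5–60 min / Benchmarks: neutral control DMSO, positive control TFP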
DENV2 CPE rescue – inhibitors of DENV2 cytopathic effect, primary screen, cell-based, plate reader, single concentration; DENV2-infected cells, cytopathic effect rescue; 350,000 tested, 1.7% active; CPE inhibition, % at 9.99 µM; in the data active = CPE inhibition above about 20%, passing the limit was not always enough; inconclusive = no clear call, values can overlap the other calls; tested in BHK-21 cells;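 note: 0% = median of neutral control wells and 100% = median of positive control wells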
PglD DTNB – C. jejuni PglD acetyltransferase inhibitors, primary screen, biochemical, DTNB colorimetric, single point; inhibition, % at 12.5 µM; AID 602405, 2012; 360,000 tested, 0.098% active; purified PglD enzyme, DTNB colorimetric CoA detection; in the data active = inhibition above about 16%, passing the limit was not always enough; inconclusive = no clear call, values can overlap the other calls; note: strong numbers were not always called active
E-sel inducer – E-selectin induction in HUVECs, primary screen, imaging, HUVEC, immunofluorescence imaging, single point; normalized: neutral wells 0, TNF-alpha wells 100; AID 686992, 2013; activation, % at 7.58 µM; 260,000 tested, 0.37% active; P16581;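 active = mean E-selectin-positive cell signal at least 10% of the positive control, reached in at least 60% of replicates, without over 20% cell loss; inconclusive = no rule given, readout overlaps actives, possibly toxicity-flagged; inactive = the rest, including those meeting only one limit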;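 note: in these data hits start at about 27%; measured in HUVEC primary endothelial cells; signal is the percent of cells scored E-selectin positive by PE staining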
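Assay system: HUVEC, human umbilical vein endothelial cells / Amount: 3,000 HUVEC/well / Controls: TNF-alpha positive control, DMSO neutral control / Compound dosing: single concentration / Medium: EGM-2 over gelatin coat / Evaluation: percent E-selectin-positive cells / Signal: immunofluorescence imaging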
Starred values were filed as active, the others as inactive; ? = inconclusive; nt = no result given. This is a subset; the hit share may differ from the screen's.

SMILES	SIRT5 inh	ERp5 block	Statin myotox sup	S100A4 inh HTS	DENV2 CPE rescue	PglD DTNB	E-sel inducer
COC(=O)[C@]1(C)N[C@H](CN(C)S(=O)(=O)c2ccccc2)[C@@H]2C(=O)N(C)C(=O)[C@@H]21	0	-1	-5	-5	14	-6	nt
COc1ccc(CNC(=O)C2Cc3ccccc3CN2C(=O)c2ccco2)cc1 (centres undefined)	-1	1	32	2	-1	2	1.9
O=C(Nc1ccc(Br)cc1F)c1nc[nH]c1C(=O)N1CCc2ccccc2C1	-6	4	-4	-11	11	3	3.9
CC1CC(C)CN(C(=O)COC(=O)CCC(=O)c2cccs2)C1 (centres undefined)	nt	5	-1	-15	0	2	0.7
Cc1ccc(N2CCN(C(=O)CCc3nc4ccccc4[nH]3)CC2)c(C)c1	-9	-5	0	-7	-4	7	0.1
CO[C@@H]1CN(C)C(=O)c2ccc(NC(=O)Nc3ccc(C(F)(F)F)cc3)cc2OC[C@H](C)NC[C@@H]1C	14	2	-40	5	8	0	0.1
COc1ccc(CCNC(=O)C23CN(Cc4ccccc4)CC2C(c2cccc([N+](=O)[O-])c2)=NO3)cc1 (centres undefined)	nt	0	0	-4	-5	-1	-0.1
S=c1[nH]nc(CSCc2ccccc2Cl)n1C1CCCCC1	-2	0	4	-2	-12	0	0.0
O=C(c1ccc(Cl)c([N+](=O)[O-])c1)N(Cc1ccco1)C1CCS(=O)(=O)C1 (centres undefined)	-2	-8	14	37	-5	3	nt
COc1cc(/C=N/NC(=O)c2nnn(-c3nonc3N)c2C(C)C)ccc1OCc1ccccc1	4	-14	-5	2	1	-3	nt
Cc1noc(C)c1S(=O)(=O)Nc1ccc2c(c1)C(=O)N([C@H](C)CO)C[C@@H](C)[C@@H](CN(C)S(=O)(=O)c1ccc(F)cc1)OCCCC[C@H](C)O2	2	11	nt	-19	-17	-1	0.1
COc1ccc(NC(=O)N(C)C[C@@H]2Oc3ncc(C#CCN(C)C)cc3C(=O)N([C@@H](C)CO)C[C@@H]2C)cc1	-4	-3	5	1	4	-2	0.3
C[C@H](CO)NC(=O)c1nc[nH]c1C(=O)N[C@@H](C)c1ccccc1	-4	0	9	0	5	4	-1.2
COc1ccc(-n2nc(C(=O)NCC(=O)N3CCN(c4ccccn4)CC3)c3ccccc3c2=O)cc1Cl	-4	2	nt	-6	-13	nt	-2.6
O=C(CNC(=O)C1COc2ccccc2O1)N/N=C\c1ccc(Br)cc1 (centres undefined)	23*	-7	0	2	-5	-5	-0.1
CCC(=O)N(C)C[C@@H]1Oc2cc(-c3cccc(F)c3)ccc2S(=O)(=O)N([C@@H](C)CO)C[C@@H]1C	-3	-2	-20	0	-2	1	0.0
C[C@H]1CN([C@@H](C)CO)S(=O)(=O)c2ccc(Br)cc2O[C@H]1CN(C)C	2	0	-4	-18	?	-2	-0.2
O=C(NCCCn1ccnc1)C1CC(c2cccc(Br)c2)=NO1 (centres undefined)	-6	2	6	2	5	-3	nt
CNC[C@H]1Oc2cc(C#CC(C)C)ccc2S(=O)(=O)N([C@H](C)CO)C[C@@H]1C	-4	2	4	-11	-8	0	-0.1
COc1ccc(N2C(=O)c3n[nH]c(C)c3C2c2cccc(C(F)(F)F)c2)cc1 (centres undefined)	1	3	nt	3	-12	nt	0.2
CC(C)NC(=O)Nc1ccc2c(c1)C(=O)N([C@H](C)CO)C[C@@H](C)[C@H](CN(C)C(=O)NC1CCCCC1)O2	-1	-8	32	1	2	1	0.3
C[C@H](CO)N1C[C@H](C)[C@@H](CN(C)C(=O)c2cccnc2)Oc2ncc(C3=CCCCC3)cc2C1=O	8	12	0	7	13	3	-0.1
COc1ccc(Nc2cc(C)nc3ccc(OC)cc23)cc1	0	2	-24	-2	19	4	0.0
Cc1noc(C)c1NC(=O)N(C)C[C@H]1Oc2ccc(NC(=O)Nc3ccc(F)cc3)cc2C(=O)N([C@@H](C)CO)C[C@@H]1C	2	3	nt	25	9	7	-0.2
CC=Cc1ccc2n(c1=O)C[C@@H]1[C@@H](CO)[C@H](C(=O)NCC3CC3)N(Cc3ccccc3)[C@H]21 (mixture of isomers)	1	-7	16	-5	11	-4	-0.5
CCOC(=O)CN1C(=O)CCSc2ccc(Cl)cc21	-1	7	3	1	5	-2	-1.0
COCCNC(=S)N/N=C(\C)c1ccccc1F	-2	-7	nt	-2	8	nt	8.5
COc1cccc(-c2ccc3c(c2)O[C@@H](CN(C)C(=O)C2CC2)[C@@H](C)CN([C@@H](C)CO)S3(=O)=O)c1	-11	-2	12	14	-6	2	1.2
COCC(=O)N(C)CC1CCCN(CCc2ccccc2OC)C1 (centres undefined)	-4	1	12	-4	9	0	nt
O=C(Nc1ccc(-c2csc(Nc3cccc(C(F)(F)F)c3)n2)cc1)c1ccccc1	nt	-2	-5	10	-7	-1	0.6

Structural class, the compounds so far containing two or more sulfur atoms (two)
SMILES	SIRT5 inh	ERp5 block	Statin myotox sup	S100A4 inh HTS	DENV2 CPE rescue	PglD DTNB	E-sel inducer
S=c1[nH]nc(CSCc2ccccc2Cl)n1C1CCCCC1	-2	0	4	-2	-12	0	0.0
Cc1noc(C)c1S(=O)(=O)Nc1ccc2c(c1)C(=O)N([C@H](C)CO)C[C@@H](C)[C@@H](CN(C)S(=O)(=O)c1ccc(F)cc1)OCCCC[C@H](C)O2	2	11	nt	-19	-17	-1	0.1

Other results
SMILES	SIRT5 inh	ERp5 block	Statin myotox sup	S100A4 inh HTS	DENV2 CPE rescue	PglD DTNB	E-sel inducer
Cc1cc(C)c2nc(-c3ccccn3)cc(C(=O)NCc3cc(C)n(C)n3)c2c1	-7	-9	3	-9	nt	-5	nt
CN(C)C(=O)C[C@@H]1CC[C@@H]2[C@H](COc3ccc(NC(=O)Nc4cccc(Cl)c4)cc3C(=O)N2C)O1	4	6	-31	-1	3	2	0.3
CC(=O)Nc1ccccc1OCC(=O)NCCc1ccc(Cl)cc1Cl	-1	3	2	-2	nt	nt	0.7
C[C@H]1CCCCO[C@@H](CN(C)C)[C@@H](C)CN([C@@H](C)CO)C(=O)c2cc(NS(C)(=O)=O)ccc2O1	-6	2	-1	5	-2	-3	-0.1
COc1cc(C#N)ccc1OCC(=O)Nc1ccc(C)c(S(=O)(=O)N2CCOCC2)c1	-2	-3	2	-2	-8	nt	2.4
COC(C[C@H]1O[C@@H]1[C@@H](O)COCc1ccccc1)OC	nt	4	8	-2	-6	2	0.2
CC(=O)C1=C(O)C(=O)N(Cc2ccco2)C1c1ccc(F)cc1 (centres undefined)	nt	-2	-5	-2	nt	3	nt
COc1cc2[nH]c(=O)n(Cc3ccc(C(=O)NCCCN4CCN(C)CC4)cc3)c(=O)c2cc1OC	nt	nt	-11	nt	nt	-1	-0.5
O=C(Nc1ccc(F)cc1)N1CC(=O)N2[C@H](CO)[C@@H](c3ccc(-c4ccc(F)cc4)cc3)[C@H]2C1	0	7	nt	-8	-10	nt	-0.1
COc1cc(CC(=O)OCC(=O)NCc2ccco2)cc(OC)c1OC	-3	0	9	2	10	0	0.0
Cc1ccc(NC(=S)NNC(=S)Nc2ccc(C)cc2C)cc1	-5	2	2	-10	-2	nt	6.0
CC(=NOC(=O)c1ccc(I)cc1)c1nccs1	2	2	7	-5	-9	0	-0.1
COc1ccccc1NC(=O)N1CCC(c2nc3ccccc3o2)CC1	-5	8	nt	-6	4	nt	nt
CCn1c(S(=O)(=O)O)nc2ccccc21	1	-4	4	3	-4	-12	0.2
Nc1ncnc2c1ncn2[C@@H]1O[C@H](C(=O)NCC2CCN(Cc3ccccc3)CC2)[C@@H](O)[C@H]1O	-3	5	0	1	-6	-2	1.6
O=C(C[C@@H]1C=C[C@H](NC(=O)c2ccncc2)[C@@H](CO)O1)NCCc1ccncc1	1	-2	4	-4	0	-1	0.1
Cc1ccc2c(c1)N(C(=O)CCC(=O)NCc1ccccc1)CC(C)O2 (centres undefined)	nt	-5	0	7	-4	-2	0.8
NS(=O)(=O)c1cccc(NC(=O)CSc2nnc(C3CC3)n2-c2ccccc2)c1	-1	0	nt	-1	0	nt	-0.2
Cc1cnc(NC(=O)c2ccc(OCC3CCCO3)cc2)s1 (centres undefined)	-1	-8	-4	-3	-5	5	nt
COc1ccc2c(c1)CC/C2=N\OC(=O)c1ccccc1OC	1	7	nt	-1	-5	15	nt

The list goes on, overlapping the part above by two compounds.
SMILES	SIRT5 inh	ERp5 block	Statin myotox sup	S100A4 inh HTS	DENV2 CPE rescue	PglD DTNB	E-sel inducer
Cc1cnc(NC(=O)c2ccc(OCC3CCCO3)cc2)s1 (centres undefined)	-1	-8	-4	-3	-5	5	nt
COc1ccc2c(c1)CC/C2=N\OC(=O)c1ccccc1OC	1	7	nt	-1	-5	15	nt
O=C(c1cc(C2CC2)on1)N1CCN(C(c2ccccc2)c2ccccc2)CC1	nt	4	-1	0	40*	1	nt
Cc1ccccc1CN1C(=O)c2ccccc2C1c1nnnn1C(C)C (centres undefined)	1	-1	nt	-1	0	nt	-2.2
Cc1ccccc1NC(=O)CCC(=O)N/N=C/c1cccnc1	5	0	3	3	8	-2	-0.3
O=C(Nc1cccc(O)c1)C1CC(c2ccc(Cl)cc2)=NO1 (centres undefined)	-5	-4	7	-15	6	3	0.2
Cc1ccc(NC(=O)CN(C)C(=O)c2cn(Cc3ccccc3)nc2-c2cccnc2)cc1	3	3	-14	0	-6	-6	-0.5
C=CCOc1nc2c(c(=O)n(C)c(=O)n2C)n1C	0	-2	1	0	6	-2	nt
CCCN1C[C@H](C)[C@H](OC)CN(C)C(=O)c2cc(NC(=O)C3CC3)ccc2OC[C@H]1C	-3	1	-1	4	0	1	0.1
O=c1nc2ccccn2c2ccc(S(=O)(=O)N3CCCCC3)cc12	-19	1	3	-1	0	-4	0.2
C[C@H]1CN([C@@H](C)CO)C(=O)c2cc(N(C)C)ccc2O[C@@H]1CN(C)Cc1ccc(Cl)c(Cl)c1	nt	-2	-129	-6	-1	0	0.4
CC(C)CNc1nc(N)c([N+](=O)[O-])c(NCC2CCCO2)n1 (centres undefined)	0	5	nt	-3	-11	13	-1.4
CC(=O)c1cccc(-c2ccnc3c2CC(C(=O)NCc2ccc(N4CCN(C)CC4)cc2)O3)c1 (centres undefined)	-2	-4	nt	3	-8	-1	-2.8
Cc1ccc(SCC(=O)N/N=C/c2ccco2)cc1	0	-2	-9	-7	12	-5	-0.1
C[C@H]1CN([C@@H](C)CO)C(=O)c2cc(NC(=O)C3CC3)ccc2O[C@@H]1CN(C)Cc1ccc(C(=O)Nc2ccccc2N)cc1	nt	2	14	2	-1	2	0.0
CCCN1CCN(CCCNC(=O)C2CCN(c3nnc(-n4c(C)ccc4C)s3)CC2)CC1	-1	4	23	0	1	6	nt
O=C(Nc1cccc(Cl)c1)N[C@H]1CC[C@@H](CCNC(=O)C2CCCCC2)O[C@H]1CO	-1	-1	5	-1	?	4	-0.2
Cc1ccc(S(=O)(=O)Nc2cccc3c2O[C@H](CN(C)Cc2ccc(Oc4ccccc4)cc2)[C@@H](C)CN([C@H](C)CO)C3=O)cc1	12	2	-34	-41	4	-3	-0.2
CCN1CCN(c2ccc(S(=O)(=O)N3CCCCC3)cc2NC(=O)Cc2ccc(OC)cc2)CC1	-4	-5	3	-13	6	4	-0.3
COc1cccc(-c2ccc3c(c2)[C@H]2[C@H](CCN2C(=O)C2CCCC2)[C@H](CO)N3)c1	4	-2	nt	-7	8	nt	0.1
